Screening data as filed in PubChem.
PGC1a acetyl inh = modulators of PGC1a acetylation; U2OS PGC1a acetylation, AlphaScreen anti-acetyl-lysine; with virally co-expressed GCN5 acetyltransferase; inhibition, % at 15.6 µM; 350,000 tested, 0.17% active; AID 651687;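 active = every replicate shows inhibition of at least 40%; inconclusive = mean inhibition at least 40% but some replicate below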;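 note: 0% = neutral control wells and 100% = positive control wells; some results beyond the cut were filed as inactive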
Cneo AK release = Cryptococcus neoformans lysis via adenylate kinase release; C. neoformans lysis, adenylate kinase release luminescence, 4 h; normalised: neutral wells 0, clomiphene wells 100; lysis activity, % at 15 µM; 360,000 tested, 0.2% active; AID 651654;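 active = mean lysis activity across replicates of at least 80%, whatever share of replicates individually reach that level; inactive = mean lysis activity below 80%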
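Test system: log-phase Cryptococcus neoformans yeast cells; Quantity: yeast cell density of 5 × 10^6 cells/mL; Buffer or medium: YPD; Doses: single compound concentration per well; Timing: 4 h at 37 °C static, read 1 h later; Measured by: AK luminescence; Read-out basis: lysis from increased AK signal; Control set: Clomiphene as positive control.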
E-sel inducer = induces E-selectin expression in human endothelial cells. P16581. HUVEC E-selectin immunofluorescence imaging; normalized: neutral wells 0, TNF-alpha wells 100. activation, % at 7.58 µM. 260,000 tested, 0.37% active. AID 686992;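 active = mean E-selectin-positive cell signal at least 10% of the positive control, reached in at least 60% of replicates, without over 20% cell loss; inconclusive = no rule given, readout overlaps actives, possibly toxicity-flagged; inactive = the rest, including those meeting only one limit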;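 note: in these data hits start at about 27%; measured in HUVEC primary endothelial cells; signal is the percent of cells scored E-selectin positive by PE staining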
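assay system = HUVEC, human umbilical vein endothelial cells | input = 3,000 HUVEC seeded per well | medium = EGM-2 growth medium on 0.1% gelatin-coated wells | dosing = one compound dose added by pin transfer | signal = immunofluorescence imaging | read-out basis = % PE-positive cells | control set = TNF-alpha, DMSO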
RAD54 branch = inhibitors of human RAD54 branch migration; Q92698; RAD54 Holliday junction branch migration, FAM/BHQ fluorescence; inhibition, % at 10.4 µM; 360,000 tested, 0.14% active;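 active = mean normalized replicate activity at least 40 and at least half of replicates scoring 40 or more; inconclusive = only one of the two criteria met; inactive = mean below 40 and under half of replicates reaching 40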;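 note: 0% = median of neutral control wells and 100% = median of positive control wells; inhibitors cause a drop in the FAM fluorescence signal; in these data hits start at about 50%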
RAD52 anneal inh = blocks human RAD52 DNA annealing. P43351. AID 651710. inhibition, % at 18.7 µM. recombinant RAD52 DNA annealing, FRET fluorescence. 360,000 tested, 0.46% active;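 active = every replicate showing at least 50% inhibition; inconclusive = mean inhibition at least 50% but not in every replicate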
ERAP1 inh = ERAP1 (human) enzyme inhibition; Q9NZ08; recombinant ERAP1, Leu-AMC fluorescence, 60 min; inhibition, % at 10.7 µM; 340,000 tested, 0.15% active; AID 652197;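 active = mean replicate inhibition of at least 30%, or all replicates individually reaching that 30% level; inactive = mean below 30% and not every replicate reaching it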;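 note: 0% = neutral control wells and 100% = L-leucinethiol positive control wells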
Target sequence (Q9NZ08 whole entry, looked up): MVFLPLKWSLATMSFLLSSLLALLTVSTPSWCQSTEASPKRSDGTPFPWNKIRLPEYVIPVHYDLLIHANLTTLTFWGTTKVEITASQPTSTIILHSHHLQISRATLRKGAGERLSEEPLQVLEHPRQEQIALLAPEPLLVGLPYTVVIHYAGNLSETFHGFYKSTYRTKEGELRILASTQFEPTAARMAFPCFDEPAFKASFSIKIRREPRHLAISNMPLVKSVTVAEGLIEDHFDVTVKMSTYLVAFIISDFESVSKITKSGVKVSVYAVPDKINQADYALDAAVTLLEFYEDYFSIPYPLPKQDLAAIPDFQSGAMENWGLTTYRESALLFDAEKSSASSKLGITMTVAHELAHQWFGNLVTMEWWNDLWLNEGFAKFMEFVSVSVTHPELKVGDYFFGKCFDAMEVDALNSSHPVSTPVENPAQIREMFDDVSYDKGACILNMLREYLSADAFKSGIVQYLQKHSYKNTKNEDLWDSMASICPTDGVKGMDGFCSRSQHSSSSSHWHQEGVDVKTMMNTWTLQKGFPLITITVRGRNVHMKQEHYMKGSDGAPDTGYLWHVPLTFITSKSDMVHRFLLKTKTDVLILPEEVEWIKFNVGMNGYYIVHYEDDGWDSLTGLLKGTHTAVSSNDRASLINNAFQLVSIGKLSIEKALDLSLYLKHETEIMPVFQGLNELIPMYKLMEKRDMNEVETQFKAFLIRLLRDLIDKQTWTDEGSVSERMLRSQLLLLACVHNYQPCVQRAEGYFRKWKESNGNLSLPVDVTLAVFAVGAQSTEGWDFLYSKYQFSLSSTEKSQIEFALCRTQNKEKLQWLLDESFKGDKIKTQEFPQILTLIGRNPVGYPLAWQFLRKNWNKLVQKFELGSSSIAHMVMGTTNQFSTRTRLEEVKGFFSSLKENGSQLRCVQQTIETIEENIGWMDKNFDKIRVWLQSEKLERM
PglD inh = inhibitors of Campylobacter jejuni PglD acetyltransferase; inhibition, % at 12.5 µM; AID 602405; purified PglD enzyme, DTNB colorimetric CoA detection; 360,000 tested, 0.098% active; in the data active = inhibition above about 16%, passing the limit was not always enough; inconclusive = no clear call, values can overlap the other calls; note: strong numbers were not always called active
miR122 inh = blocks miR-122 activity in Huh7 sensor cells; Huh7 miR-122 Renilla luciferase sensor, 48 h; neutral wells = 0, positive control = 100; activation (reporter increase), % at 12.5 µM; 340,000 tested, 0.3% active; AID 602342;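 active = mean replicate activation score at least 90 and every replicate individually at or above 90; inconclusive = only one of the two criteria met; inactive = neither criterion met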;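 note: higher luciferase means less miR-122 activity so hits act as miR-122 inhibitors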
Numbers without * were called inactive; ? = inconclusive; nt = no result given; & = joins results of further samples; [ ] = remark or other dose. Rows were taken by chance, and some 1.4% of all compounds hit somewhere here.

compound	E-sel inducer	RAD54 branch	PGC1a acetyl inh	ERAP1 inh	PglD inh	Cneo AK release	miR122 inh	RAD52 anneal inh
CC(C)(CNC(=O)c1cc(=O)[nH]c2ccccc12)N1CCOCC1	nt	-7	-11	nt	4	-2	-3	nt
CC(C)OCCCNC(=O)CN1C(=O)CSc2ccc(S(=O)(=O)N3CCOCC3)cc21	0.3	15	4	-2	7	-1	-5	-7
Nc1ccc(CSc2ccccc2)cc1	0.3	-9	13	-4	-1	-2	-11	-30
O=C(CNC(=O)c1ccc(Cl)cc1Cl)OCC(=O)c1ccc2c(c1)OCCO2	nt	1	7	-11	2	-1	-3	-9
Cc1ccc2c(c1)N(CC(=O)NCCc1ccc(Cl)cc1)C(=O)c1cccnc1O2	0.1	-1	nt	-2	0	-4	nt	-2
COc1ccccc1C(=O)OC(C)CN1CCN(C)CC1 (stereo not drawn)	nt	-6	16	-2	-4	2	4	-10
Cc1ccc(C)c(S(=O)(=O)NC(C)C(=O)NCc2ccccn2)c1 (stereo not drawn)	0.6	-1	nt	3	-1	5	1	4
CCOc1ccc(S(=O)(=O)N2CCN(C(=S)NCc3ccccc3)CC2)cc1	-0.1	4	6	-2	-1	4	0	-11
COc1ccc(OC)c(CN2CCN(C(=O)c3ccc(NS(=O)(=O)c4cccc([N+](=O)[O-])c4)cc3)CC2)c1	0.3	-7	?	-2	-3	-1	-8	13
CCC(C)c1ccc(NC(=O)COC(=O)CCNC(=O)c2ccco2)cc1 (stereo not drawn)	-0.2	1	1	0	-1	5	nt	-13
CC(NC(=O)C1CCCC1)c1ccc2c(c1)OCCO2 (stereo not drawn)	nt	3	-15	nt	-3	23	-1	nt
OC(Cn1cncn1)(Cn1cncn1)c1ccc(F)cc1F	-2.4	1	0	1	6	-2	4	-11
O=C1C(=O)N(CCOCCO)C(c2ccccn2)/C1=C(\O)c1ccccc1 (stereo not drawn)	nt	6	nt	nt	-2	-4	-2	nt
CCC(CC)C1C(C#N)=C(N)SC(N)=C1C#N	nt	-11	0	nt	2	1	2	nt
O=C(NC1(N2CCOCC2)CC1)c1ccc(Cl)cc1	0.2	4	nt	-1	1	1	nt	-16
Cc1nc(N2CCN(c3ccccn3)CC2)c2c(C)c(C(=O)N3CCN(c4cccc(Cl)c4)CC3)sc2n1	nt	17	-2	1	-1	2	-12	-12
Cc1ccc2c(c1)CCCN2CC(=O)N(C)c1c(N)n(Cc2ccccc2)c(=O)[nH]c1=O	-0.2	-81	20	-1	-3	3	8	-74
CC[C@H](C)[C@@H](N)C(=O)NC[C@H]1O[C@@H](n2cnc3c(=O)[nH]c(N)nc32)[C@H](O)[C@@H]1O	0.2	-8	3	5	-2	0	0	-3
CCC(C)Sc1nnc(-c2c[nH]c3ccccc23)n1CCOC (stereo not drawn)	nt	1	-5	nt	-1	-2	3	nt
O=C(CCn1c(=S)[nH]c2cc3c(cc2c1=O)OCO3)NCc1ccc(Cl)cc1	-0.5	-2	-3	0	-5	1	-1	-19
CCN1CCN(C(=O)c2ccccc2N(C)S(=O)(=O)c2ccc(C)cc2)CC1	-0.2	3	5	nt	1	-1	-2	nt
COCC(=O)N1C[C@H](C)[C@@H](OC)CN(C)C(=O)c2ccc(NC(=O)c3ccc(OC)cc3)cc2OC[C@H]1C	-0.3	3	1	nt	-1	2	nt	11
C[C@H](CO)N1C[C@H](C)[C@H](CN(C)Cc2ccccc2F)Oc2ncc(-c3ccccc3F)cc2C1=O	-0.1	-8	-3	0	-1	-5	7[16.7 µM]	14
C[C@@H]1CN([C@H](C)CO)C(=O)Cc2cc(NS(=O)(=O)c3ccccc3)ccc2O[C@@H]1CN(C)Cc1ccncc1	-0.1	-6	-1	1	0	-2	6[16.7 µM]	2
COC(=O)N/N=C/c1ccccc1Cl	-1.2	nt	-11	5	nt	nt	-2	-11
C[C@@H](C(=O)NCCc1ccccc1)N1C(=O)N2CCc3c([nH]c4ccccc34)[C@@]2(C)C1=O	nt	-17	-21	-1	1	-2	-7	16
COc1cc2c(cc1OC)CN(S(C)(=O)=O)CC2	2.7	4	2	-1	nt	1	-6	-5
O=S(=O)(c1cc(Cl)ccc1Cl)N1CCN(c2ccccn2)CC1	nt	-17	nt	-3	6	-4	1	-6
O=C(CN1C2=NCCCN2c2ccccc21)c1ccc2c(c1)OCO2	nt	4	4	6	-10	0	-3	-2
Cc1ccccc1CNC(=O)Nc1ccc(Cl)cc1	nt	4	-6	-2	-8	-4	1	-13
COc1ccc(CCN(C)c2ccc(S(=O)(=O)N3CCCC3)cc2[N+](=O)[O-])cc1OC	1.5	10	9	2	3	5	0	-8
CO[C@@H]1CN(C)C(=O)c2ccc(NC(=O)c3ccccc3)cc2OC[C@H](C)N(C)C[C@@H]1C	-0.2	-14	nt	0	2	-4	1[16.7 µM]	33
CCn1c(=O)cc(SCC(=O)N2CCOCC2)c2ccccc21	nt	-9	3	nt	-3	-1	-1	nt
COc1cccc(CNC(=O)CCC2CCCN(C(=O)CCC(F)(F)F)C2)c1 (stereo not drawn)	-0.6	4	-10	-1	-5	-2	-7	-2
C=CC(=O)N1CCCC(Nc2nc(Nc3ccc(N(C)C(=O)CC)cc3C)nc3nc[nH]c23)C1 (stereo not drawn)	0.0	5	-7	0	6	9	2	7
CC(=O)c1ccc(-c2cnc3c(NC=O)cc(-c4cccc(NS(C)(=O)=O)c4)cn23)cc1	-0.1	-1	-21	1	-2	0	0	-31
Cc1ccc(CNC(=O)c2cccc3c2C(=O)c2ccc(N4CCOCC4)cc2S3(=O)=O)cc1	0.0	-8	-18	0	-3	3	-2	-175
COc1ccc(C(=O)CSc2nc(=O)n3ccc(C)cc3n2)cc1	0.0	-3	nt	-3	-4	-2	-12	-54
C=CCN1C(=O)C(CC(=O)O)SC1=Nc1cccc([N+](=O)[O-])c1 (stereo not drawn)	0.0	-2	-5	0	-2	1	-9	-20
O=C(COC(=O)CCc1nc2ccccc2c(=O)[nH]1)Nc1ccccc1Cl	1.5	nt	-6	nt	nt	nt	-10	-37
C[C@H](CO)N1C[C@H](C)[C@H](CN(C)Cc2ccc3c(c2)OCO3)Oc2ccc(NS(=O)(=O)c3cn(C)cn3)cc2CC1=O	-0.1	1	3	nt	-2	-2	1[16.7 µM]	nt
CC(C)NC(=O)Nc1ccc2c(c1)CC(=O)N([C@@H](C)CO)C[C@H](C)[C@H](CN(C)Cc1ccc(C(=O)O)cc1)O2	42*	-4	-1	0	2	-3	-1[16.7 µM]	-5
CCOC(=O)c1c(S(=O)(=O)NCC(=O)N2CCN(c3ccccc3OC)CC2)c(C)n(C)c1C	nt	3	-7	6	3	-2	0	-4
COc1cc(Cl)c(C)cc1NC(=O)CCN1C(=O)NC(C)(C)C1=O	0.2	-2	4	-1	2	0	-6	-3
CC(=O)N(C)c1ccc(OCC(O)CN(Cc2ccco2)S(=O)(=O)c2ccc(C)cc2)cc1 (stereo not drawn)	nt	-5	-11	nt	-5	-2	-1	nt
C[C@@H]1CN([C@H](C)CO)C(=O)CCCn2nncc2CO[C@@H]1CN(C)C(=O)C1CCCCC1	-1.6	2&-3	4&5	-2&-2	-1&2	-1&-1	0	-10&3
CN(C)Cc1c(C(=O)N/N=C/c2ccc(OCc3c(F)cccc3Cl)cc2)nnn1-c1nonc1N	0.4	5	38	0	-4	2	3	-16
Cc1ccccc1C(=O)N1CCC(C(=O)NC2CCCCCC2)CC1	nt	4	-3	1	-6	0	-3	-13
CCN(CC)C(=O)C1=C(C)NC(=S)NC1c1ccc(C)s1 (stereo not drawn)	0.3	5	nt	3	-11	-2	1	-4
O=c1c2ccccc2oc2c1ccc1ccccc12	nt	-5	-28	nt	1	2	12	nt

(listing goes on)
compound	E-sel inducer	RAD54 branch	PGC1a acetyl inh	ERAP1 inh	PglD inh	Cneo AK release	miR122 inh	RAD52 anneal inh
CCC1(c2ccccc2)NC(=O)N(CC(=O)Nc2ccc3c(c2)CCC3)C1=O (stereo not drawn)	0.5	-5	-21	-1	0	2	17	-131
Cc1cccc(Cn2c(N3CCN(C)CC3)nc3c2c(=O)[nH]c(=O)n3C)c1	nt	-3	12	-2	0	-16	-2	-16
CO[C@H]1CN(C)C(=O)c2cc(NC(C)=O)ccc2OC[C@H](C)N(C(=O)C2CC2)C[C@H]1C	-0.2	1	0	1	-1	-2	-4[16.7 µM]	4
COc1ccc(CCNC(=O)CN2CCN(c3ccccc3Cl)CC2)cc1	nt	-4	-4	nt	3	-4	-1	nt
C[C@H]1CCCCO[C@H](CN(C)C(=O)C2CCCCC2)[C@@H](C)CN([C@@H](C)CO)C(=O)c2cc(NS(=O)(=O)c3ccccc3)ccc2O1	0.3	-24	6	1	2	2	1[16.7 µM]	-2
Cc1noc(C)c1S(=O)(=O)Nc1ccc2c(c1)C(=O)N([C@@H](C)CO)C[C@H](C)[C@@H](CN(C)Cc1ccc(C(=O)Nc3ccccc3N)cc1)O2	-0.1	nt	-8	-1	nt	nt	nt	4
CN(C)CCCNC(=O)[C@H]1[C@H](CO)[C@H]2Cn3c(cccc3=O)[C@@H]1N2CC1CC1	-0.2	2	nt	0	3	1	nt	11
COc1ccc(CN(C)C[C@@H]2OCCCC[C@H](C)Oc3ccc(NS(=O)(=O)c4ccc(OC)cc4)cc3C(=O)N([C@@H](C)CO)C[C@H]2C)cc1	0.0	nt	-7	0	nt	nt	nt	11
COc1ccc2c3c(n(C)c2c1)[C@H](CO)N(C(=O)CN(C)C)CC31CCN(Cc2cccnc2)CC1	0.4	nt	5	-3	nt	nt	nt	37
CC(C(=O)Nc1ccc(S(=O)(=O)N2CCCC2)cc1)N1CCc2ccccc2C1 (stereo not drawn)	nt	2	-16	-3	3	-1	nt	-13
Cc1ccc(C(=O)Cn2cncn2)cc1	nt	0	-1	nt	-6	0	7	2
COc1ccc(-n2c(SCC(=O)Nc3ccccc3OC)nc(O)c(Cc3ccccc3)c2=O)cc1	0.2	3	5	3	0	-1	9	-17
Cc1ccccc1S(=O)(=O)N(C)C[C@H]1OCc2cn(nn2)CCCC(=O)N([C@@H](C)CO)C[C@@H]1C	0.1&-0.1	-3&-7&-8	-4&3&4	-1&1&0	-1&-3&-1	-1&3&0	1[16.7 µM]	14&-4&-2
CC(C)=Cc1oc2ccc([N+](=O)[O-])cc2c1N1CCOCC1	5.8	2	-7	-1	-1	9	1	-2
C[C@H]1CCC2[C@](C)(CO)[C@@H](O)CC[C@]2(C)[C@@]12CCC(CO)(CCO)O2 (stereo partly drawn)	nt	-3	13	4	0	2	-7	-4
Cc1c(NS(=O)(=O)c2ccc(NCC3CCCO3)c([N+](=O)[O-])c2)c(=O)n(-c2ccccc2)n1C (stereo not drawn)	-0.1	nt	nt	6	nt	nt	-3	-4
Cc1cc(C[n+]2ccccc2)c2nsnc2c1	nt	9	7	nt	-5	-2	-2	nt
